Screening data as filed in PubChem.
mABHD4 FP: ABHD4 (mouse) inhibition, primary FP screen. inhibition, % at 8.92 µM. AID 720543. 370,000 compounds, 0.54% hits. purified mABHD4, FP-Rh probe fluorescence polarization. Q8VD66;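 active means inhibition exceeding the mean over every tested compound plus 3 SD, cut at about 30% in these data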;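 further: 0% = plate median of compound wells and 100% = S159A mutant with DMSO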
Target sequence (Q8VD66 whole entry, looked up): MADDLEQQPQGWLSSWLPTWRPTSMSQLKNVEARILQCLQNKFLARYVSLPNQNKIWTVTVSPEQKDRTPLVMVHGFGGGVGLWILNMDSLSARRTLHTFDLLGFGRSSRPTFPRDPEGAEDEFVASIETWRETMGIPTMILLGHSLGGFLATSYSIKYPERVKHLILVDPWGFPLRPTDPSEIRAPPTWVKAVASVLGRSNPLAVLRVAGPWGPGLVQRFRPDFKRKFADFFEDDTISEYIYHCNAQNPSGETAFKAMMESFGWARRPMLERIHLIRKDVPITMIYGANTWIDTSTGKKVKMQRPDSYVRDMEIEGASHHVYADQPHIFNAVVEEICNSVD
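Material: mouse ABHD4 enzyme, wild type; Benchmarks: S159A mutant high control, sample median low control; Buffer or medium: HEPES pH 7.0, NaCl, Pluronic buffer; Signal: fluorescence polarization; Read-out: percent inhibition of probe binding, normalized to plate controls; Timing: pre-incubation 45 min, probe exposure 60 min, at 25 °C; Dosing: 8.92 µM, single dose.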
NR1D1 modulator: Rev-erb alpha (human) modulation; Rev-erbα–FITC-DNA binding, fluorescence polarization, 90 min; activity, % at 10 µM; AID 1259318; 370,000 compounds, 0.79% hits;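 active means activity above about 14%, limit read from the data; passing the limit was not always enough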;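 further: 0% = DMSO wells with 35 nM protein and 100% = DMSO wells with 750 nM protein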
Target sequence (P20393 whole entry, looked up): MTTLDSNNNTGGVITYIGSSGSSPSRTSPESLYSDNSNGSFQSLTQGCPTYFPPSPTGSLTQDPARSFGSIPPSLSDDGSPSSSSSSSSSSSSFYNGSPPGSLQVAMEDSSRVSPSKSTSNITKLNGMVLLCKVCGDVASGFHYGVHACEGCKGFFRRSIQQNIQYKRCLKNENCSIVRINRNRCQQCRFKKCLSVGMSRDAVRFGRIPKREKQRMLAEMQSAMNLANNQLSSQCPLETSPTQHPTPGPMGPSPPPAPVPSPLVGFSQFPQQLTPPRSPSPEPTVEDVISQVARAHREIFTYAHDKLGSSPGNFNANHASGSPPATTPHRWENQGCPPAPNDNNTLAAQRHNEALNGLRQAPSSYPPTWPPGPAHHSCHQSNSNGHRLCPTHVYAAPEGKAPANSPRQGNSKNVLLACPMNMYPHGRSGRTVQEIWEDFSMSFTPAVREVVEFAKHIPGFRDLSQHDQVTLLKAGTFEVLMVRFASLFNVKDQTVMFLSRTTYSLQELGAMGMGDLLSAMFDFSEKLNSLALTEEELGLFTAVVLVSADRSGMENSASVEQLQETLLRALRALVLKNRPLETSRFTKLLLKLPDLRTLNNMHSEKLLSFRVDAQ
LEDGF integ inh: blocks HIV-1 LEDGF/p75-dependent DNA integration; TR-FRET IN-LEDGF/p75 DNA integration, Eu/Cy5; inhibition, % at 3.7 µM; 370,000 compounds, 0.64% hits;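 active means inhibition above the screen-wide mean plus 3 SD, cut at about 13% in these data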;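 further: signal is the Cy5 over europium emission ratio at 671 and 618 nm; 0% = plate median of compound wells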
TCR CD3 inh: human TCR-CD3 binding inhibition | TAMRA-labeled TCR probe fluorescence, biochemical | inhibition, % at 9.4 µM | 360,000 compounds, 0.37% hits; in the data active means inhibition above about 19%;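 further: recombinant mutant TCR 2C K166C tagged with TAMRA read by polarization; 0% = receptor in buffer alone and 100% = receptor with positive control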
rCAG binder: molecules binding r(CAG) RNA repeats | r(CAG) RNA repeat, TO-PRO-1 dye displacement fluorescence | inhibition, % at 3 µM | 370,000 compounds, 1.3% hits;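 active means inhibition above the plate cutoff, the mean of all test compounds on that plate plus 3 SD, cut at about 35% in these data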;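 further: 0% = DMSO alone and 100% = 100 µM mitoxantrone as full dye displacement; higher means more dye released from RNA so lower well fluorescence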
PRMT1 inh: PRMT1 (human) inhibition, primary screen | inhibition, % at 2.79 µM | 370,000 compounds, 1.3% hits | recombinant PRMT1, activity-based probe fluorescence polarization | AID 652257 | Q99873;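 active means inhibition above about 21% made by adding two undisclosed values, limit read from the data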
HTRA1 inhibitor: blocks human HTRA1 serine peptidase; recombinant HTRA1, FP-rhodamine activity-based probe, fluorescence polarization; 340,000 compounds, 0.5% hits; AID 504803; inhibition, % at 5.96 µM; Q92743; in the data active means inhibition above about 36%;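 further: 0% = enzyme with DMSO and 100% = wells lacking enzyme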
PG9 binder: small molecules binding HIV-1 gp120 antibody PG9; TR-FRET gp120-PG9 antibody binding; 360,000 compounds, 0.43% hits; AID 624416; inhibition, % at 6.7 µM; in the data active means inhibition above about 8.5%
MBD2 DNA inh: MBD2-methylated oligo binding inhibition | 370,000 compounds, 0.31% hits | TR-FRET, MBD2 binding to methylated oligonucleotide | inhibition, % at 4.4 µM; in the data active means inhibition above about 13%
UHRF1 MBD2 ctr: UHRF1 methyl-DNA binding inhibition. Q96T88. UHRF1 binding to methylated oligo, TR-FRET. inhibition, % at 4.4 µM. 370,000 compounds, 0.75% hits. AID 687016; in the data active means inhibition above about 21%;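 further: UHRF1 SRA domain binding a hemimethylated CpG hairpin DNA probe; 0% = median of test compound wells and 100% = reference inhibitor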
* marks the source's active call; other numbers are inactive results; nt = no result given.

A first look (2 entries):
mol	mABHD4 FP	NR1D1 modulator	LEDGF integ inh	TCR CD3 inh	rCAG binder	PRMT1 inh	HTRA1 inhibitor	PG9 binder	MBD2 DNA inh	UHRF1 MBD2 ctr
CC(C)(C)OC(=O)C[C@H]1C/C=C\C[C@H](CC(=O)N[C@H](CO)Cc2ccccc2)C(=O)N[C@H](C(C)(C)C)COC1=O	-1	10	-1	1	-5	0	-2	-1.0	0	3
CC(=O)c1ccc2noc(-c3cccc(F)c3)c2c1	3	2	1	2	3	6	6	-4.0	-2	0

Main list, previewed entries included:
mol	mABHD4 FP	NR1D1 modulator	LEDGF integ inh	TCR CD3 inh	rCAG binder	PRMT1 inh	HTRA1 inhibitor	PG9 binder	MBD2 DNA inh	UHRF1 MBD2 ctr
CC(C)(C)OC(=O)C[C@H]1C/C=C\C[C@H](CC(=O)N[C@H](CO)Cc2ccccc2)C(=O)N[C@H](C(C)(C)C)COC1=O	-1	10	-1	1	-5	0	-2	-1.0	0	3
CC(=O)c1ccc2noc(-c3cccc(F)c3)c2c1	3	2	1	2	3	6	6	-4.0	-2	0
CC(C)CN1CCN(Cc2cccn2-c2ccccn2)CC1CCO (stereo not drawn)	-5	6	3	1	-3	-2	4	-1.0	-4	-1
C[C@H]1CCC[C@@]2(O[C@@H](CCO)C[C@H](O)[C@H]2O)O1	-2	-4	1	-5	1	-1	3	1.4	-8	0
CC(C)(C)c1[nH]nc2c1C(c1ccccc1OC(=O)N1CCOCC1)C(C#N)=C(N)O2 (stereo not drawn)	3	4	-2	1	-1	2	0	-1.8	-8	-6
Cc1nc(Oc2ccccc2)c2ccsc2n1	-7	4	0	-4	-4	-1	0	-1.1	7	0
O=C(O)CCc1ccc(-c2ccc(Cl)cc2)n1CC(=O)O	4	-2	6	5	11	9	3	-2.0	-2	2
COC(=O)c1ccc2c(c1)C(=O)/C(=C/c1ccc(C)cc1)O2	8	-5	1	-1	6	-1	-4	-0.8	6	0
Cc1nc2c(C(=O)NCc3ccc4c(c3)OCO4)c[nH]n2c(=O)c1Cl	-7	-6	4	-2	55*	1	-10	2.2	0	2
O=S(=O)(c1ccc(NC(=S)Nc2ccccc2)cc1)N1CCOCC1	2	4	2	-5	3	-2	-4	3.1	-6	2
CCc1ccc(Nc2cc(C)nc3nc(C)nn23)cc1	-7	-1	1	-10	-2	0	-4	0.5	-6	0
COc1ccccc1NS(=O)(=O)c1ccc(C)c(NC(=O)c2c(C)noc2C)c1	5	1	-2	-5	3	1	1	1.2	6	4
COc1ccc(N(C)S(=O)(=O)c2cccc(C(=O)Nc3cc(OC)ccc3OC)c2)cc1	-5	1	6	-5	1	-2	-13	-1.9	4	7
CCOC(=O)C1CCCCN1C(=O)/C(=C/c1ccc(OC)cc1)c1ccc(OC)c(OC)c1 (stereo not drawn)	6	-4	-1	3	-8	-3	-8	-1.9	-6	-1
CC1CC(=O)C2=C(C1)Nc1ccccc1N=C2 (stereo not drawn)	-2	-1	-1	0	-3	-1	-2	-1.6	1	-1
O=C(OCC#CCSc1nnc(-c2ccc(Cl)cc2)o1)c1ccc(F)cc1	-2	3	3	nt	nt	-2	nt	nt	2	-2
COc1ccc(CNC(=O)Cc2ccc(OC)c(S(=O)(=O)N3CCOCC3)c2)cc1	-4	-4	-4	7	-2	-1	2	1.4	2	0
Cc1cc(O)ccc1Nc1cc(-c2cccc(N)c2)ncn1	0	1	1	5	2	-1	nt	-0.4	0	0
Cn1nnc(NC(=S)NC(=O)c2ccccc2)n1	-1	0	2	-2	-1	-4	8	3.0	-2	4
Cc1cccc(NC(=O)CSCC(=O)Nc2ccc(N3CCOCC3)cc2N2CCOCC2)c1	2	0	-5	-11	1	1	6	-1.4	1	1
COc1ccc(C(=O)C2CCCN(C(=O)c3cc4nc(C)cc(C)n4n3)C2)cc1F (stereo not drawn)	3	5	8	0	-8	-3	-3	-4.1	-5	0
CC(C)c1ccc(OCC(=O)Nc2cccc3c2CCCC3)cc1	-12	3	2	-2	-3	1	-19	0.4	4	1
CCOC(=O)C1C(=O)OC(C)(C)C1C(C)C(=O)c1ccc(C)cc1 (stereo not drawn)	1	3	1	8	0	-5	-5	2.7	-4	5
O=C(Nc1cccc2ccccc12)NC1Cc2ccccc2C1	2	-3	-2	-4	-2	-6	nt	2.1	0	-2
Nc1nc(-c2ccccc2)ns1	2	11	-3	-2	0	6	1	1.4	2	-1
CCOC(=O)N1CCN(C(=O)c2ccc(CS(=O)(=O)c3c(Cl)cccc3Cl)o2)CC1	-2	4	0	-3	-1	1	3	1.2	-6	0
COc1cc(C2C3C(C)N(C)C(=O)N(C)C3N(C)C(=O)N2C)ccc1O (stereo not drawn)	-7	0	0	-7	3	0	-1	-0.7	1	5
COc1ccc(/C=C(/NC(=O)c2ccccc2Cl)C(=O)O)cc1	5	1	0	0	2	1	2	-2.2	-7	1
O=C(Cn1nc2n(c1=O)-c1ccccc1SC2)N/N=C/c1ccncc1	0	-4	-2	-6	-1	4	-9	1.0	0	3
O=C(CSCc1ccco1)NC1CCCC1	4	-1	0	-1	4	5	5	-3.6	-3	-2
O=C(COc1ncnc2ccc(Br)cc12)Nc1ccc(N2CCOCC2)cc1	0	2	-1	4	7	1	-1	-2.7	-6	0
COc1ccc(NC(=O)c2cc(-c3cc(F)ccc3OC(C)C)n[nH]2)c(OC)c1	-26	2	3	-5	7	0	nt	0.9	-4	-15
CCOC(=O)N(C)C[C@H]1OCc2cn(nn2)CCCC(=O)N([C@H](C)CO)C[C@@H]1C	-11	1	0	5	4	-7	3	-1.4	3	3
Cc1ccc(CS(=O)Cc2ccc(C(=O)NC3CCCCC3)o2)cc1 (stereo not drawn)	-8	-5	-5	-9	-5	0	-6	-0.9	0	-2
CCOc1ccc2nc(NC(=O)C3CCN(S(=O)(=O)c4cnc[nH]4)CC3)sc2c1	5	0	-1	5	7	3	-8	2.0	-3	0
O=C(COc1ccccc1[N+](=O)[O-])N1CCC(Cc2ccccc2)CC1	-4	3	-2	-8	-1	3	-9	1.1	-1	0
O=[N+]([O-])c1cccc(C=NN2CCCCCC2)c1	-4	5	-1	0	1	8	-2	-0.4	1	1
CCC(C(=O)OCC(=O)Nc1ccc(SC(F)F)cc1)c1ccccc1 (stereo not drawn)	-32	6	3	2	-1	-1	6	-4.8	-2	-2
Cc1c(C(=O)NCc2ccco2)sc2nc(-c3ccccc3)cn12	-5	-2	-2	-9	3	2	-5	1.3	3	0
COc1ccc(C2=CC(=O)C[C@H](c3ccc(F)cc3)C2)cc1F	11	-4	1	2	-3	0	-21	-0.1	8	2
O=C(Cn1cncn1)N/N=C/c1cccnc1	12	5	-2	2	-1	-2	6	-6.8	-1	2
CCOC(=O)N1CCN(Cc2nc(Cc3cccc(F)c3)no2)CC1	3	1	-4	-3	-7	1	4	0.7	4	0
Cc1nc(C(C)NC(=O)c2cc(COc3ccc(C)c(C)c3)on2)c(C)s1 (stereo not drawn)	-5	-4	-2	-1	-5	2	-11	-2.3	2	1
CS(=O)(=O)c1ccc(-c2nnc(NC(=O)c3cccc(N4C(=O)CCC4=O)c3)o2)cc1	0	-4	2	5	2	-2	0	0.3	3	-4
COC(=O)COc1ccccc1C(N)=O	-1	0	0	1	-4	-3	3	-1.9	-5	-1
Cc1cccc(S(=O)(=O)CC(=O)Nc2nc(-c3ccccc3)cs2)c1	-35	-1	5	-4	9	1	-58	1.6	9	8
O=C1[C@@H](C2CCCCC2)[C@@H]2c3ccccc3C=NN2[C@@H]2c3ccccc3C=NN12	-2	-10	-6	nt	3	-1	nt	nt	5	1
Cc1c2c(cc3c1[nH]c1ccccc13)C=NCC2	-4	-5	1	7	2	0	2	-1.6	-4	0
O=C(c1ccc(N2C(=O)c3ccccc3C2=O)cc1)N1CCCCC1	0	-10	4	-5	-8	6	-5	0.8	-3	1
CC1(C)OCC(CNC(=O)c2[nH]c(C(F)(F)F)nc2-c2ccccc2)O1 (stereo not drawn)	-6	-5	1	-11	0	0	nt	-2.1	12	1
CC(=O)Nc1ccc(C2NC(=O)c3ccccc3O2)cc1 (stereo not drawn)	9	-6	-2	2	-3	1	-3	0.5	-1	-3
C[C@H](CO)N1C[C@H](C)[C@@H](CN(C)C)Oc2c(NS(=O)(=O)c3ccccc3)cccc2C1=O	4	-1	2	4	0	-1	2	-0.6	9	11
CC(C)c1ccc(NC(=O)C(c2ccccc2)N(Cc2ccco2)C(=O)CC2NC(=O)NC2=O)cc1 (stereo not drawn)	-1	2	-2	0	5	0	-13	0.4	1	1
COc1ccc(S(=O)(=O)NC(CC(=O)N2CCc3ccccc32)c2ccco2)cc1 (stereo not drawn)	1	0	-1	-2	2	-1	-12	1.7	3	-3
Cc1cc(CCC(=O)O)c(C)cc1CCC(=O)O	1	9	1	8	1	-2	-2	0.8	-5	2
CN(c1ccc(C(=O)Nc2ccccc2Sc2ccccc2)cc1)S(C)(=O)=O	-13	3	8	3	1	-1	-12	-3.5	-7	-2

(list continues)
mol	mABHD4 FP	NR1D1 modulator	LEDGF integ inh	TCR CD3 inh	rCAG binder	PRMT1 inh	HTRA1 inhibitor	PG9 binder	MBD2 DNA inh	UHRF1 MBD2 ctr
CN(c1ccccc1)S(=O)(=O)c1ccc(Cl)nc1	3	-2	0	-1	0	0	5	-0.6	1	0
Cc1onc(-c2ccccc2)c1C(=O)NNC(=S)NC(=O)c1ccc(Cl)cc1Cl	12	0	1	0	14	2	24	0.5	-1	-1
CCOn1c(-n2nc(C)cc2C)nc2ccccc2c1=O	-4	-7	0	-8	-2	2	3	1.1	4	-4
O=C(Nc1ccccc1)Nc1cc(OCC(F)(F)F)cc(OCC(F)(F)F)c1	-105	8	-1	7	14	2	-78	-0.3	-3	-1
O=C(/C(=C(/[O-])c1ccccc1)[n+]1ccccc1)c1ccc([N+](=O)[O-])cc1	0	-5	1	7	3	3	9	-0.3	2	0
CCOC(=O)C1CCCN(S(=O)(=O)c2ccc3c(c2)N(C(C)=O)CCO3)C1 (stereo not drawn)	-2	4	-9	-4	-6	5	-2	0.9	0	9
CC(=O)Nc1cc(F)c2c(c1F)Cc1cc(F)ccc1-2	-19	2	1	-2	4	3	-20	-1.8	3	0
Cc1cc(NS(=O)(=O)c2ccc(NC(=O)c3ccc([N+](=O)[O-])cc3)cc2)nc(C)n1	3	-1	0	-4	0	2	7	-0.6	2	0
Cc1ccc(N(CC(=O)NCC2CCCO2)C(=O)CCC(=O)Nc2nccs2)cc1 (stereo not drawn)	6	4	-5	-6	-6	1	0	-0.3	0	0
COc1ccc(NC(=O)CC23CC4CC(CC(Br)(C4)C2)C3)c(OC)c1	3	-2	-5	-2	-1	2	4	-1.7	0	4
O=c1cc(C(F)(F)C(F)F)oc2ccccc12	-13	2	-2	-5	-1	1	0	0.9	9	8
CCOc1ccc(NS(=O)(=O)c2c(C)nc3sc(CC)nn3c2=O)cc1	4	0	-2	-6	1	3	4	0.6	-1	0
COc1ccc(Cn2nnnc2C(CC(C)C)N2CCC(C(N)=O)CC2)cc1 (stereo not drawn)	2	-6	-2	4	-4	3	-2	-0.4	1	3
N#CC(C#N)=C1c2cc(S(=O)(=O)NCCO)ccc2-c2ccc(S(=O)(=O)NCCO)cc21	4	-4	-2	3	3	4	-1	-0.9	-12	-7

An excerpt (hit frequency here may not be typical).
